Source: PubChem BioAssay
TcdB inh: blocks C. difficile toxin B glycohydrolase activity; AID 652162; inhibition, % at 9.99 µM; TcdB glycohydrolase enzymatic assay, plate reader; 350,000 tested, 0.24% active; P18177; in the data active = inhibition above about 10%
Target sequence (P18177 whole entry, looked up): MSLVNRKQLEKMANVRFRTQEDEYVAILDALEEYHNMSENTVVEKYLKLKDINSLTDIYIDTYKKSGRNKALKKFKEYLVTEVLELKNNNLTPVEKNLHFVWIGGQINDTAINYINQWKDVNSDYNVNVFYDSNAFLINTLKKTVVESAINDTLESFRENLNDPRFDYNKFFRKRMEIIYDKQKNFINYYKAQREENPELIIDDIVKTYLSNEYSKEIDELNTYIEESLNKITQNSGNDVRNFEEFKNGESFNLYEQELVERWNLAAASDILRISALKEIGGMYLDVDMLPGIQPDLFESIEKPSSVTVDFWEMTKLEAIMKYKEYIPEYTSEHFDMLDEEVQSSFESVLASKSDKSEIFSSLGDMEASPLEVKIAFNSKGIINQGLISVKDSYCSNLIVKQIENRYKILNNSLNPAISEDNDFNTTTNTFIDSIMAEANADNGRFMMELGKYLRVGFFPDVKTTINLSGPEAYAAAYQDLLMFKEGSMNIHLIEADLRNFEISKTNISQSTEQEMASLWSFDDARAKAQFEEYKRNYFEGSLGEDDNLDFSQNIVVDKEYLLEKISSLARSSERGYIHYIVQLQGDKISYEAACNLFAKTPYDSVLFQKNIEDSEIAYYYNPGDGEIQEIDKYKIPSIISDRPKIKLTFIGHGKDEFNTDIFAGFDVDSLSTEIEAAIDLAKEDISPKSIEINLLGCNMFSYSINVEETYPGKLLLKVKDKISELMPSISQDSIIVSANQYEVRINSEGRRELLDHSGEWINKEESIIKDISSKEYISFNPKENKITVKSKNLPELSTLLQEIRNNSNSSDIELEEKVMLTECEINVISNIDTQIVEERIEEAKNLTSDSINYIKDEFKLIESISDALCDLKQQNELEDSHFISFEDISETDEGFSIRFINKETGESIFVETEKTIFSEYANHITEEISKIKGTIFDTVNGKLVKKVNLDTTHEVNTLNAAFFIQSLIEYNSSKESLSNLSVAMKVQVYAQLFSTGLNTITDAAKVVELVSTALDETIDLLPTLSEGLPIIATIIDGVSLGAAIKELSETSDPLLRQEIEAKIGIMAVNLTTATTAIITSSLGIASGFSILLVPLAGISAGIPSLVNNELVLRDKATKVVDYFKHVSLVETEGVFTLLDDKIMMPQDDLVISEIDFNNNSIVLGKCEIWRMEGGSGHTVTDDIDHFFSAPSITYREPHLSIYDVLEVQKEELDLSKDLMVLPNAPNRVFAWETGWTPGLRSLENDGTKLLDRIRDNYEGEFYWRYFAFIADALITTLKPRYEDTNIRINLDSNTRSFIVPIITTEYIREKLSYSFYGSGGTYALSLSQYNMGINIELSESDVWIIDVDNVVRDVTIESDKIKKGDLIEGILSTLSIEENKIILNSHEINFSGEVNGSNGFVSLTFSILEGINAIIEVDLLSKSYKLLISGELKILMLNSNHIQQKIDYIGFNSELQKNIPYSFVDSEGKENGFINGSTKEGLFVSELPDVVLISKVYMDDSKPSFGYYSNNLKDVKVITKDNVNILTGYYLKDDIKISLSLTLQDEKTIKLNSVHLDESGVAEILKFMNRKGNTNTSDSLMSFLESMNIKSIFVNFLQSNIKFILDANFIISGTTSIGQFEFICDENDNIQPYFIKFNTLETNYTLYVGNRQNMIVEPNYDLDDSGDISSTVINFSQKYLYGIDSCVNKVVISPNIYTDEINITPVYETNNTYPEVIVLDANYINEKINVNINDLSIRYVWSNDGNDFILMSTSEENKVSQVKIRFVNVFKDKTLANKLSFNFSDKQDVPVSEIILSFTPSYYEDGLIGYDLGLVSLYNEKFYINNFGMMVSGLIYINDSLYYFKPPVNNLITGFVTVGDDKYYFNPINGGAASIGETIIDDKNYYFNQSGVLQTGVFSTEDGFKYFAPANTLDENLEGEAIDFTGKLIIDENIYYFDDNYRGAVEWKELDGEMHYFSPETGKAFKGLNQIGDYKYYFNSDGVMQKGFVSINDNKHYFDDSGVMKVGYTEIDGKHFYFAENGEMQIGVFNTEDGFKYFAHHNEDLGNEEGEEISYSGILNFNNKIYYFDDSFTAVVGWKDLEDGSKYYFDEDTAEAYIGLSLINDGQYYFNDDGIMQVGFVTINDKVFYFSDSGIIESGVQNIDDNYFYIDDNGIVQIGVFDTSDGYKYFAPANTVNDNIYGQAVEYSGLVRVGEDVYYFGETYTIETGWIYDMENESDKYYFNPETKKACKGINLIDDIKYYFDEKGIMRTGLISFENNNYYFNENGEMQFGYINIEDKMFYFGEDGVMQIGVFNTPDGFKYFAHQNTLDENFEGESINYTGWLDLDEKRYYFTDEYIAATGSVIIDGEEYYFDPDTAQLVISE
The depositor's hits bear a star. Not all compounds are listed. The share of hits here may be higher or lower than overall.

SMILES | TcdB inh
C[C@@H]1CN([C@@H](C)CO)C(=O)c2cccc(NC(=O)Nc3ccc(F)cc3)c2O[C@H]1CN(C)Cc1ccc(-c2ccccc2)cc1 | 1.2
Cc1noc(C)c1NC(=O)Nc1ccc2c(c1)C(=O)N([C@H](C)CO)C[C@@H](C)[C@H](CN(C)S(=O)(=O)c1cccs1)OCCCC[C@@H](C)O2 | 0.9
N#C[C@@H]1[C@H](c2ccc(-c3cccnc3)cc2)[C@H](CO)N1C(=O)C1CCOCC1 | 0.3
O=C(C[C@@H]1CC[C@H](NC(=O)Nc2cc(F)ccc2F)[C@@H](CO)O1)NCc1ccncn1 | -1.7
Cc1cc(C(=O)Nc2cccc3c2O[C@@H](CN(C)Cc2ccncc2)[C@H](C)CN([C@H](C)CO)C3=O)n(C)n1 | -0.6
C[C@@H]1CN([C@@H](C)CO)C(=O)c2cc(NC(=O)Nc3ccc4c(c3)OCO4)ccc2O[C@H]1CN(C)Cc1ccc(Cl)c(Cl)c1 | -0.3
CCC(=O)N1[C@@H](CO)[C@@H]2c3ccccc3N(C(=O)c3ccncc3)C[C@@H]21 | 0.0
CO[C@@H]1CN(C)C(=O)c2ccc(NC(=O)C3CCCCC3)cc2OC[C@H](C)N(Cc2nccs2)C[C@@H]1C | -0.2
O=C(C[C@H]1CC[C@H](NC(=O)Nc2cc(F)ccc2F)[C@H](CO)O1)Nc1ccc(-c2ccccc2)cc1 | -7.5
COc1ccc2c3c([nH]c2c1)[C@@H](CO)N(C)CC31CCN(C(=O)c2ccccc2F)CC1 | 0.8
CCC(=O)N(C)C[C@@H]1Oc2cc(/C=C/c3ccccc3)ccc2S(=O)(=O)N([C@H](C)CO)C[C@H]1C | 4.2
C[C@H](CO)N1C[C@H](C)[C@H](CN(C)Cc2ccc(Cl)c(Cl)c2)Oc2c(NC(=O)NC3CCCCC3)cccc2C1=O | -0.3

3 neighbouring compounds out of the list so far, for reference:
SMILES | TcdB inh
COc1ccc2c3c([nH]c2c1)[C@@H](CO)N(C)CC31CCN(C(=O)c2ccccc2F)CC1 | 0.8
CCC(=O)N(C)C[C@@H]1Oc2cc(/C=C/c3ccccc3)ccc2S(=O)(=O)N([C@H](C)CO)C[C@H]1C | 4.2
C[C@H](CO)N1C[C@H](C)[C@H](CN(C)Cc2ccc(Cl)c(Cl)c2)Oc2c(NC(=O)NC3CCCCC3)cccc2C1=O | -0.3

The list continues:
SMILES | TcdB inh
Cc1noc(C)c1S(=O)(=O)Nc1ccc2c(c1)C(=O)N([C@@H](C)CO)C[C@@H](C)[C@@H](CN(C)CC1CC1)OCCCC[C@@H](C)O2 | 0.6
COCC(=O)N1[C@@H](CO)[C@@H]2c3ccccc3N(C(=O)c3cccc(OC)c3)C[C@@H]21 | -3.2
C=CCNC(=O)[C@@H]1[C@H]2C(=O)O[C@H](c3ccccc3)[C@H](c3ccccc3)N2[C@H](c2ccc(O)cc2)[C@@]12C(=O)Nc1ccc(C#CC3=CCCCC3)cc12 | -3.7
COc1ccc(S(=O)(=O)N[C@H]2CC[C@H](CC(=O)NCc3ccccc3F)O[C@@H]2CO)cc1 | -0.8
COc1ccc(CN2CC3(CN(Cc4ccccc4OC)C3)c3c([nH]c4cc(OC)ccc34)[C@H]2CO)cc1 | -1.2
C[C@@H]1CN([C@@H](C)CO)C(=O)c2cc(C3=CCCCC3)cnc2O[C@@H]1CN(C)C(=O)c1cccnc1 | 0.7
C[C@@H]1CN([C@@H](C)CO)C(=O)c2cc(NC(=O)Nc3ccccc3)ccc2O[C@@H]1CN(C)Cc1ccc2c(c1)OCO2 | 1.9
N#C[C@H]1[C@@H](c2ccccc2C2=CCCCC2)[C@@H](CO)N1S(=O)(=O)c1cccc(F)c1 | -0.8
O=C(C1CC1)N1[C@H](CO)[C@H]2c3ccccc3N(S(=O)(=O)c3ccc(F)cc3)C[C@H]21 | -1.4
C[C@H](CO)N1C[C@H](C)[C@@H](CN(C)S(=O)(=O)c2cn(C)cn2)Oc2cc(C3=CCCCC3)ccc2S1(=O)=O | -0.3
Cc1cccc(S(=O)(=O)N2CCCCN3[C@H](C2)[C@@H](c2ccc(C#C[C@H](C)O)cc2)[C@@H]3CO)c1 | -1.9
O=C(C[C@H]1C[C@@H]2c3cc(NC(=O)NC4CCCCC4)ccc3O[C@@H]2[C@H](CO)O1)NCc1ccccc1 | 0.5
C[C@H](CO)N1C[C@H](C)[C@H](CN(C)S(=O)(=O)c2ccc(Cl)cc2)Oc2ccc(NC(=O)Cn3cnnn3)cc2CC1=O | 0.9
CC(=O)N[C@H]1CC[C@@H](CCNC(=O)C2CC2)O[C@H]1CO | -0.8
COCCNC(=O)C[C@@H]1C[C@@H]2c3cc(NC(=O)CN(C)C)ccc3O[C@@H]2[C@H](CO)O1 | -2.9
COc1ccc(S(=O)(=O)N(C)C[C@H]2Oc3ccc(NC(=O)Cc4cn(C)c5ccccc45)cc3CC(=O)N([C@@H](C)CO)C[C@@H]2C)cc1 | 0.2
C[C@@H]1CCCCO[C@@H](CN(C)S(=O)(=O)c2cn(C)cn2)[C@H](C)CN([C@@H](C)CO)C(=O)c2cc(NC(=O)c3ccncc3)ccc2O1 | -0.4
COc1ccc(S(=O)(=O)Nc2ccc3c(c2)C(=O)N([C@@H](C)CO)C[C@@H](C)[C@@H](CN(C)S(=O)(=O)c2ccccc2)OCCCC[C@@H](C)O3)cc1 | -0.6
CCC(=O)Nc1ccc2c(c1)OC[C@H](C)N(C(=O)CN(C)C)C[C@@H](C)[C@H](OC)CN(C)C2=O | 0.1
C[C@H](CO)N1C[C@H](C)[C@H](CN(C)Cc2cccc(F)c2)Oc2ncc(C#CCN(C)C)cc2C1=O | 0.7
CCCC(=O)Nc1ccc2c(c1)OC[C@@H](C)N(Cc1cncnc1)C[C@@H](C)[C@@H](OC)CN(C)C2=O | -3.9
O=C(NCC[C@H]1CC[C@@H](NC(=O)C2CCOCC2)[C@@H](CO)O1)c1cc(Cl)cc(Cl)c1 | -0.6
C[C@@H]1CN([C@@H](C)CO)C(=O)Cc2cc(NC(=O)CCCCCC(=O)Nc3ccccc3N)ccc2O[C@H]1CN(C)C(=O)Nc1ccc(F)cc1 | 0.9
O=C(Nc1ccccc1)N1CCCCN2[C@@H](CO)[C@@H](c3ccc(-c4ccccc4)cc3)[C@@H]2C1 | -11.6
C[C@@H]1CCCCO[C@@H](CN(C)C(=O)c2ccncc2)[C@H](C)CN([C@H](C)CO)C(=O)c2cc(N(C)C)ccc2O1 | -21.1
CN1CCN(C(=O)C[C@H]2CC[C@H]3[C@@H](COC[C@H](O)CN3Cc3cccc(Cl)c3)O2)CC1 | -2.1
COc1ccccc1-c1ccc2c(c1)O[C@@H](CN(C)C(=O)c1ccccc1)[C@H](C)CN([C@H](C)CO)S2(=O)=O | 1.3
CCCNC(=O)[C@H]1[C@H](CO)[C@H]2Cn3c(cccc3=O)[C@H]2N1C | 0.3
COCC#Cc1ccc2c(c1)O[C@@H](CN(C)C(=O)c1ccccc1F)[C@@H](C)CN([C@H](C)CO)S2(=O)=O | 0.6
C[C@H](CO)N1C[C@H](C)[C@H](CN(C)S(=O)(=O)c2ccc(C#N)cc2)Oc2ncc(C#CCN(C)C)cc2C1=O | 0.4
CCCNC(=O)C[C@H]1C[C@@H]2c3cc(NC(=O)Nc4ccc(F)cc4)ccc3O[C@@H]2[C@H](CO)O1 | -0.1
COCCN(C[C@H]1N[C@H](CO)[C@@H]1c1ccc(-c2cccc(C#N)c2)cc1)C(C)=O | -0.3
COc1ccc(-c2ccc([C@H]3[C@@H](C#N)N(C(=O)C4CCCC4)[C@@H]3CO)cc2)cc1 | 0.9
O=C(C[C@@H]1C=C[C@H](NC(=O)C2CC2)[C@@H](CO)O1)NCC1CC1 | 0.0
CC(C)NC(=O)N(C)C[C@@H]1Oc2ccc(NC(=O)C3CCCCC3)cc2CC(=O)N([C@@H](C)CO)C[C@@H]1C | -0.4
CO[C@@H]1CN(C)C(=O)c2ccc(NC(=O)C3CCCCC3)cc2OC[C@H](C)N(C)C[C@@H]1C | 0.5
COc1ccc(S(=O)(=O)N(C)C[C@H]2Oc3ccc(N(C)C)cc3CC(=O)N([C@H](C)CO)C[C@H]2C)cc1 | -8.4
Cc1ccc(-c2ccc([C@H]3[C@@H](CO)N4C(=O)CN(C(=O)Nc5ccc(F)cc5)C[C@H]34)cc2)cc1 | -0.3
CCCNC(=O)N1CC2(C1)[C@H](c1ccccc1)[C@H](CO)N2Cc1cccc(Cl)c1 | -0.8
CO[C@H]1CN(C)C(=O)c2ccc(NC(=O)C3CC3)cc2OC[C@@H](C)N(Cc2ccc(F)cc2)C[C@@H]1C | 1.8
O=C(C[C@H]1CC[C@H](NC(=O)c2ccc3c(c2)OCO3)[C@@H](CO)O1)NCc1ccc(F)cc1 | -0.4
CO[C@H]1CN(C)C(=O)c2ccc(NC(=O)c3ccccc3)cc2OC[C@H](C)N(CC2CC2)C[C@H]1C | 1.3
COc1ccc(S(=O)(=O)N(C)C[C@@H]2Oc3ccc(NC(=O)Nc4ccc5c(c4)OCO5)cc3CC(=O)N([C@H](C)CO)C[C@H]2C)cc1 | 0.3
Cc1ccc(S(=O)(=O)Nc2ccc3c(c2)CC(=O)N([C@H](C)CO)C[C@H](C)[C@@H](CN(C)C)O3)cc1 | 0.2
COc1ccc(-c2ccc3c(c2)O[C@@H](CN(C)C)[C@H](C)CN([C@@H](C)CO)S3(=O)=O)cc1 | 0.4
C[C@H]1CCCCO[C@H](CN(C)S(=O)(=O)c2ccc(Cl)cc2)[C@@H](C)CN([C@@H](C)CO)C(=O)c2cc(NC(=O)Nc3cccc4ccccc34)ccc2O1 | -2.1
CCC(=O)N1CC[C@H]2[C@@H]1c1cc(-c3ccc(OC)cc3)ccc1N(C)[C@H]2CO | -1.1
Cc1noc(C)c1NC(=O)Nc1ccc2c(c1)CC(=O)N([C@H](C)CO)C[C@H](C)[C@@H](CN(C)C(=O)Nc1ccccc1)O2 | -1.4

6 records drawn at random from those above, as already listed:
SMILES | TcdB inh
CCCNC(=O)C[C@H]1C[C@@H]2c3cc(NC(=O)Nc4ccc(F)cc4)ccc3O[C@@H]2[C@H](CO)O1 | -0.1
C[C@@H]1CN([C@@H](C)CO)C(=O)c2cc(C3=CCCCC3)cnc2O[C@@H]1CN(C)C(=O)c1cccnc1 | 0.7
COc1ccc(S(=O)(=O)N(C)C[C@H]2Oc3ccc(N(C)C)cc3CC(=O)N([C@H](C)CO)C[C@H]2C)cc1 | -8.4
CO[C@@H]1CN(C)C(=O)c2ccc(NC(=O)C3CCCCC3)cc2OC[C@H](C)N(C)C[C@@H]1C | 0.5
CCCNC(=O)[C@H]1[C@H](CO)[C@H]2Cn3c(cccc3=O)[C@H]2N1C | 0.3
COc1ccc(S(=O)(=O)Nc2ccc3c(c2)C(=O)N([C@@H](C)CO)C[C@@H](C)[C@@H](CN(C)S(=O)(=O)c2ccccc2)OCCCC[C@@H](C)O3)cc1 | -0.6

Going on with the list:
SMILES | TcdB inh
C[C@@H]1CN([C@H](C)CO)S(=O)(=O)c2ccc(C3=CCCC3)cc2O[C@H]1CN(C)Cc1cccnc1 | 1.5
C[C@@H]1CCCCO[C@H](CN(C)S(=O)(=O)c2ccc(F)cc2)[C@@H](C)CN([C@@H](C)CO)C(=O)c2cc(NS(=O)(=O)c3cn(C)cn3)ccc2O1 | -6.2
O=C(CCN1CCCCC1)N[C@@H]1CC[C@H](CCn2cc(-c3cccc(F)c3)nn2)O[C@H]1CO | 0.1
C/C=C/c1ccc2c(c1)O[C@H](CN(C)C(C)=O)[C@H](C)CN([C@@H](C)CO)S2(=O)=O | 0.1
CCC(=O)N1C[C@H]2[C@@H](c3ccccc31)[C@H](CO)N2C(=O)Nc1ccccc1 | -5.8
COc1ccc(S(=O)(=O)Nc2ccc3c(c2)C(=O)N([C@@H](C)CO)C[C@H](C)[C@@H](CN(C)C(=O)NC2CCCCC2)O3)cc1 | -1.3
C[C@@H]1CCCCO[C@H](CN(C)C(=O)Nc2ccccc2)[C@H](C)CN([C@@H](C)CO)C(=O)c2cc(NC(=O)C3CCCCC3)ccc2O1 | 1.4
C[C@@H]1CN([C@H](C)CO)C(=O)c2cccc(NC(=O)C3CC3)c2O[C@@H]1CN(C)C | -7.3
COc1ccc(S(=O)(=O)Nc2ccc3c(c2)C(=O)N([C@@H](C)CO)C[C@@H](C)[C@@H](CN(C)C(=O)CCCN(C)C)OCCCC[C@@H](C)O3)cc1 | -0.3
C[C@H](CO)N1C[C@H](C)[C@@H](CN(C)Cc2ccc3c(c2)OCO3)Oc2c(cccc2N(C)C)C1=O | -1.2
CN(C)CC(=O)Nc1ccc2c(c1)[C@H]1C[C@H](CC(=O)NCCc3ccccc3)O[C@H](CO)[C@H]1O2 | -1.8
C[C@H](CO)N1C[C@H](C)[C@H](CN(C)Cc2ccc(Cl)c(Cl)c2)Oc2ccc(NC(=O)CCCCCC(=O)Nc3ccccc3N)cc2C1=O | -0.7
COCC(=O)N1C[C@@H](C)[C@@H](OC)CN(C)C(=O)c2cc(NC(=O)c3cc(C)on3)ccc2OC[C@H]1C | -0.8
C[C@@H]1CN([C@@H](C)CO)C(=O)c2cc(NS(=O)(=O)c3cccs3)ccc2O[C@@H]1CN(C)C(=O)NC1CCCCC1 | -0.2
COc1ccc(S(=O)(=O)N[C@H]2C=C[C@@H](CC(=O)O)O[C@H]2CO)cc1 | -0.5
O=C(C1CCOCC1)N1CC(=O)N2[C@H](CO)[C@H](c3ccc(Br)cc3)[C@@H]2C1 | -1.0
C[C@H](CO)N1C[C@H](C)[C@@H](CN(C)CC2CCCCC2)Oc2ccc(NC(=O)c3ccncc3)cc2CC1=O | -1.0
Cc1ccccc1S(=O)(=O)NCC[C@@H]1CC[C@H](NC(=O)C2CCC2)[C@@H](CO)O1 | 0.1
C[C@@H]1CN([C@H](C)CO)S(=O)(=O)c2ccc(C#CCN(C)C)cc2O[C@H]1CN(C)Cc1ccccc1 | 0.2
C[C@H](CO)N1C[C@H](C)[C@@H](CN(C)Cc2ccc(-c3ccccc3)cc2)Oc2cc(C#C[C@@H](C)O)ccc2S1(=O)=O | -0.6
O=C(Cc1ccccc1)N1CC(=O)N2[C@@H](CO)[C@@H](c3ccc(C#CCc4ccccc4)cc3)[C@@H]2C1 | 0.3
